# Source: PubChem (National Center for Advancing Translational Sciences (NCATS))
# N370S GC mod: qHTS Assay for Inhibitors and Activators of N370S glucocerebrosidase as a Potential Chaperone Treatment of Gaucher Disease; N370S GC spleen homogenate, 4MU-glucoside fluorescence; Potency, µM (titrated, usually from 59.4 µM), for inactives: top-dose activity change, negative = inhibition, usual class: inhibitors; hit rate 0.092% among 330,000;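 note: 0% = full enzyme activity and -100% = no enzyme basal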
# FEN1 inhibitor: qHTS Assay for the Inhibitors of Human Flap endonuclease 1 (FEN1); P39748; Recombinant FEN1 flap cleavage, fluorescence, 15 min; Potency, µM (titrated, usually from 114 µM), inactives show at the top dose activity change, negative = inhibition, usual class: inhibitors; hit rate 0.35% among 390,000; AID 588795, 2011; note: nearly all actives have a fitted effect of over 65% in size
#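 Steps: FEN1 (10 nM) dispensed; compound added by pin tool; 15 min at room temperature; substrate added to 50 nM final; reads at 0 min and 15 min; data normalized and fitted (four-parameter Hill).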
# KAT2A inh: qHTS Assay for Inhibitors of GCN5L2. hit rate 0.21% among 390,000. AID 504327, 2011. GCN5L2 HAT assay, ThioGlo1 CoA-SH fluorescence. Potency, µM (titrated, usually from 58.9 µM), for inactives: at the highest dose activity change, negative = inhibition, actives largely listed as inhibitors. Histone acetyltransferase KAT2A (Homo sapiens), Q92830
# Target sequence (Q92830 whole entry, looked up): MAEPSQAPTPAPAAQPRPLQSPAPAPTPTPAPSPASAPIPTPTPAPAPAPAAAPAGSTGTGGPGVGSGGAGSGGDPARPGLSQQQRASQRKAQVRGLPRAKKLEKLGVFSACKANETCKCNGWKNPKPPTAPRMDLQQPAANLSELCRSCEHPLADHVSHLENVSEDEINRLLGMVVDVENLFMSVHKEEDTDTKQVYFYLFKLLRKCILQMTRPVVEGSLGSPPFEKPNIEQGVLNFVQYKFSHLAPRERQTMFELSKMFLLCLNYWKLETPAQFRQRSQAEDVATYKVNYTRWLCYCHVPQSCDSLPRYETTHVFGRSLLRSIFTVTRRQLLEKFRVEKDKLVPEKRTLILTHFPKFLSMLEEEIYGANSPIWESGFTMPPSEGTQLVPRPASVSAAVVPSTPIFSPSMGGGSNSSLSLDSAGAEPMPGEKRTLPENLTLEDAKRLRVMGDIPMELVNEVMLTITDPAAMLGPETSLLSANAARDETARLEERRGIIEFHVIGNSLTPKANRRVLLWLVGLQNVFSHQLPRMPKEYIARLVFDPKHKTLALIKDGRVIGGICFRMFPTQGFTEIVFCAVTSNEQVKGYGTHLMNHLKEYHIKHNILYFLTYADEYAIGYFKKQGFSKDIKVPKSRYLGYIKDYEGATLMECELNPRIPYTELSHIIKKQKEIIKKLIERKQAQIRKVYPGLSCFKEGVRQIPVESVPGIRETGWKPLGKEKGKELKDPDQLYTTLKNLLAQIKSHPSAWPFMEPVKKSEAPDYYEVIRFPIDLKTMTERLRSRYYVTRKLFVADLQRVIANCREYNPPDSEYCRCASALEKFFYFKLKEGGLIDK
#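 Fluorescence readout, Ex340nm/Em540nm: ThioGlo1 (50uM final) reacts with free CoA thiol released as 20nM GCN5L2 acetylates H3(1-25) peptide (75uM) using acetyl-CoA (70uM). Compound and enzyme sat 15 min beforehand; 20 min room-temperature reaction.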
# Active calls of the source: *; ? = inconclusive; / = not tested or not shown; & = joins results of further samples; [ ] = dose if it differs, or a comment. Calls come from the whole dose curve; as a rule, active = well fitted curve in the direction sought with a large enough effect; inconclusive = small, poorly fitted or top-dose-only effect, or another doubt; inactive = no such curve, though single readings can be large; an effect the other way counts as inactive or inconclusive. Unless noted, % is set by controls: 0 for no effect and ±100 for the full control effect; potency is the fitted concentration of half-maximal effect. Not all compounds are listed; count on the stated rates, not on these rows.
# Values run as follows: N370S GC mod	FEN1 inhibitor	KAT2A inh
- COc1ccc(-c2c3c(nc4sc5c(=O)[nH]c(C)nc5c24)CCC3)cc1
→ 6.0%	6.9%	-3.0%
- O=C(Nc1ccc2oc(-c3cccnc3)nc2c1)c1cc2ccccc2o1
→ 17.1%	-0.5%	1.3%
- CC1CCCC(NC(=O)c2cccc(S(=O)(=O)N3CCCCC3)c2)C1C (stereo not drawn)
→ -6.4%	-13.0%	-4.2%
- CC(NS(=O)(=O)c1ccc2c(c1)CC(=O)N2C)c1ccccc1 (stereo not drawn)
→ -4.2%	-1.7%	-18.0%
- Cc1nc(Nc2ccc(O)cc2)c2c3c(sc2n1)CCCC3
→ 11.2µM*	-23.5%	-0.9%
- O=C(Nc1ccc2c(c1)OCCO2)C(c1ccc(F)cc1)N1CCCCC1 (stereo not drawn)
→ 1.9%	-21.2%	-1.4%
- C=C(C)COc1ccc2c(CC)cc(=O)oc2c1C
→ 12.9%	0.1%	0.7%
- O=C1/C(=C\Nc2ccccc2)CCN1c1ncccn1
→ 0.4%	3.2%	3.1%
- CCOC(=O)N1CCC(N2CCCC(C(=O)c3cc(F)ccc3OC)C2)CC1 (stereo not drawn)
→ -21.8%	16.0%	-6.6%
- COc1cccc(NC(=O)c2ccc(OC(F)(F)F)cc2)c1
→ -7.3%	9.0%	-2.4%
- Cn1c(=O)c2sccc2n(Cc2ccc(Br)cc2)c1=O
→ -0.7%	18.7%	-25.0%
- COc1ccc(S(=O)(=O)Nc2ccccc2C(=O)N2CCOCC2)cc1Br
→ 0.4%	5.5%	-3.8%
- O=C(O)CC1(CC(=O)NCc2cc(F)cc3c2OCOC3)CCCCC1
→ 9.3%	4.7%	-3.4%
- COC(=O)C1=C(C)N(c2cc(Cl)cc(Cl)c2)C(=O)C1
→ 2.3%	-14.1%	-1.6%
- O=C(NCCCn1ccnc1)c1csc2ccccc12
→ ?	4.9%	-8.3%

# Entries listed above printed as active in N370S GC mod.
structure	N370S GC mod	KAT2A inh
Cc1nc(Nc2ccc(O)cc2)c2c3c(sc2n1)CCCC3	11.2µM*	-0.9%

# (further entries)
# Values run as follows: N370S GC mod	FEN1 inhibitor	KAT2A inh
- Cc1c(C(=O)N2CCCCC2)c(S(=O)(=O)N2CCC(C)CC2)c(C)n1C
→ 0.7%	-4.5%	0.6%
- NC(Cc1c[nH]c2ccccc12)C(=O)NCc1ccccc1 (stereo not drawn)
→ -18.0%	-3.5%	-1.8%
- Cc1ccc2cccc(NC(=O)C(C)Oc3ccc(Cl)cc3Cl)c2n1 (stereo not drawn)
→ /	-5.4%	-10.2%
- O=C(c1ccncc1)N1CCN(CCc2ccccc2)CC1
→ -8.5%	8.5%	3.2%
- c1ccc(-c2ccc(-n3ccnc3)cc2)cc1
→ -6.8%	5.2%	-1.5%
- COC(=O)c1ccc(/C=N/NC(=O)C2CC(=O)N(c3ccc(OC)cc3)C2)cc1 (stereo not drawn)
→ -1.4%	14.7%	-1.1%
- O=C1NC(c2ccc3c(c2)OCO3)Oc2ccccc21 (stereo not drawn)
→ 8.1%	4.0%	-2.2%
- COC(=O)c1c(N)c(C#N)c(C)n1-c1ccccc1
→ 27.8%	8.1%	-3.4%
- O=C(Nc1ccc(S(=O)(=O)NCC2CCCO2)cc1)c1cccc(F)c1 (stereo not drawn)
→ 0.4%	-1.8%	2.4%
- CC(C)CNC(=O)c1cc(=O)[nH]c2ccc(S(=O)(=O)Nc3ccc(F)cc3)cc12
→ -2.6%	39.9%[activator]	-1.2%
- O=C(CSc1nnc(CCCN2C(=O)c3cccc4cccc(c34)C2=O)n1-c1ccccc1)N1CCN(CCO)CC1
→ 1.7%	3.0%	-13.2%
- COC(=O)c1sc(NC(=S)NC(=O)c2ccc(C)cc2)nc1C
→ 3.4%	7.7%	-0.8%
- CCO[C@H]1OC(C(=O)O)=C[C@@H](C2CCCCC2)[C@@H]1CCCO
→ -10.2%	9.4%	-5.8%
- C/C(=N\N=C(/N)SC1CC(=O)N(c2ccc(Br)cc2)C1=O)c1cccs1 (stereo not drawn)
→ ?	-16.6%	-11.5%
- O=C(NNc1ccc([N+](=O)[O-])cc1)c1ccccc1Cl
→ 8.9%	-13.6%	-18.8%
- Cc1cc(-c2cccs2)c2c(N)c(C(=O)c3ccc4c(c3)OCO4)sc2n1
→ 8.4%	5.0%	-24.7%
- O=S(=O)(NCC(c1cccnc1)N1CCN(c2ccccc2)CC1)c1cc(F)ccc1F (stereo not drawn)
→ -16.0%	-18.3%	-0.8%
- COc1ccc(F)cc1S(=O)(=O)NCc1ccccc1
→ -0.1%	-6.7%	-0.5%
- S=C1NC2(CCCCC2)NN1c1ccccc1
→ -1.7%	14.0%	17.8µM*
- CCOc1ccccc1C(=O)NC1CCN(CC(=O)Nc2cc(OC)ccc2OC)CC1
→ -6.4%	-18.1%	-4.6%
- O=C(CNC(=O)c1ccco1)NCC(=O)OCc1ccc(C(=O)Oc2ccc(Cl)cc2)cc1
→ -3.3%	4.8%	-5.9%
- CCOc1ccc(NC(=O)CCS(=O)(=O)c2ccc3c(c2)n(C)c(=O)c(=O)n3C)cc1
→ /	-7.3%	-3.0%
- CSc1ncc(Cl)c(C(=O)Nc2ccc(S(=O)(=O)N3CCC(C)CC3)cc2)n1
→ /	17.0%	-8.0%
- CC1CC(Nc2ccccc2)=NC1(C)C (stereo not drawn)
→ -3.6%	-11.0%	-2.6%
- C[C@@H]1C=C[C@](Cc2ccccc2)(C(=O)NCC2CC2)N1C(=O)c1ccccc1
→ 8.4%&-4.1%	-3.0%	-5.3%
- COc1cccc(NC(=O)CSc2nnc3[nH]c(=O)cc(-c4ccccc4)n23)c1
→ /	-16.2%	-18.3%
- CN(C(=O)CSc1nc2ccccc2[nH]1)C1CCS(=O)(=O)C1 (stereo not drawn)
→ /	19.5%	-7.5%
- CCc1ccc(NC(=O)C(=O)NCCc2sc(-c3ccc(OC)c(OC)c3)nc2C)cc1
→ /	1.1%	1.3%
- Cn1cc(S(=O)(=O)c2ccccc2)c(=O)c2cc(F)c(N3CCCCC3)cc21
→ /	-1.0%	-1.8%
- N#C/C(=C(/O)C(Cl)(Cl)Cl)c1nc2ccccc2[nH]1
→ ?	-11.1%	3.1%

# Complete entries, quoted from the list:
# `CCOc1ccccc1C(=O)NC1CCN(CC(=O)Nc2cc(OC)ccc2OC)CC1` as listed: N370S GC mod = -6.4%; FEN1 inhibitor = -18.1%; KAT2A inh = -4.6%
# `CC1CC(Nc2ccccc2)=NC1(C)C` (stereo not drawn) as listed: N370S GC mod = -3.6%; FEN1 inhibitor = -11.0%; KAT2A inh = -2.6%

# Continuation.
# Values run as follows: N370S GC mod	FEN1 inhibitor	KAT2A inh
- O=c1ccc2cc(S(=O)(=O)NCCCc3ccccc3)ccc2[nH]1
→ -8.3%	18.0%	2.3%
- COc1ccc(OC)c(NC(=O)CC2SC(=Nc3ccccc3)N(CCc3ccccn3)C2=O)c1 (stereo not drawn)
→ -8.7%	?	-5.7%
- CCOC(=O)C1=C(C)Nc2ncnn2C1/C=C/c1ccccc1 (stereo not drawn)
→ 2.5%	5.0%	/
- CC(C)n1nnnc1-c1cccc(Cl)c1
→ -3.3%	5.2%	-2.2%
- COc1ccc(CCNC(=O)C(=O)NCC2CCCN2S(=O)(=O)c2ccccc2)cc1 (stereo not drawn)
→ 0.6%	-10.7%	2.8%
- COc1ccc(NC(=S)N2CCC(c3ccc(C)cc3)C2)cc1 (stereo not drawn)
→ -2.7%	12.2%	-18.9%
- Cc1cccc(C)c1N1CCN(C(=O)c2ccc3c(c2)OCO3)CC1
→ -14.0%	-10.2%	-8.9%
- C[C@@H](O)[C@@H]1NC(=O)c2cc([N+](=O)[O-])cc(I)c2NCC[C@@H](C(N)=O)NC(=O)CNC1=O
→ 2.0%	8.5%	-7.2%
- Cc1ccccc1CNC(=O)C(=O)NCC(c1ccc2c(c1)OCO2)N1CCOCC1 (stereo not drawn)
→ /	-7.2%	-19.2%
- CC(=O)NCCNc1nc2c(-c3cccc(C)c3)nnn2c2ccc(Cl)cc12
→ /	0.5%	1.7%
- CC1CCCN(C(=O)CN2CCN(C(=O)c3ccco3)CC2)C1 (stereo not drawn)
→ 2.5%	5.1%	-6.7%
- NC(=S)Nn1c(-c2ccccc2)nc2ccccc2c1=O
→ 19.7%	-6.4%	-1.6%
- O=C(CSc1nnc(-c2ccc(Cl)cc2)n1Cc1ccco1)NCc1ccc2c(c1)OCO2
→ 4.5%	-0.3%	/
- CCOc1ccc(NC(=O)c2cnc(N3CCCC3)nc2C)cc1
→ /	3.2%	-0.2%
- CCN1CCN(c2nc3ccccn3c(=O)c2/C=C(\C#N)S(=O)(=O)c2ccccc2)CC1
→ -3.0%	-12.1%	-6.2%

# Additional results:
smiles | N370S GC mod | FEN1 inhibitor | KAT2A inh
COc1cccc(NC(=O)CN(C)C(=O)COc2ccc3ccccc3c2)c1 | 1.5% | -15.8% | 0.5%
CC(=O)Nc1cc(OC(C)=O)c2nonc2c1OC(C)=O | -6.5% | -1.5% | -1.8%
O=C(CN1CCOCC1)N1CCN(c2ccc3ccccc3n2)CC1 | 6.2% | / | -25.8%
N#C/C(=C\Nc1ccc2c(c1)OCCO2)C(=O)NCc1ccco1 | 3.5% | -16.3% | -8.6%
COc1ccc(-n2ccnc2SCC(=O)NC2CCCC2)c(OC)c1 | 0.1% | -2.4% | -1.7%
CCN1CCN(c2nc(NCCO)c3ccccc3n2)CC1 | -2.3% | -10.4% | -6.0%
COC(=O)c1cc(OC)c(OC)cc1NC(=O)Nc1ccc(OC)cc1 | / | 4.5% | -0.2%
CCNC(=S)N1CCN(CCN2C(=O)c3cccc4cccc(c34)C2=O)CC1 | -25.1% | -9.6% | -2.5%
Cc1cc([N+](=O)[O-])nn1CC(=O)Nc1ccc(Cc2ccncc2)cc1 | 9.8% | 13.3% | -0.6%
COc1ccc(NC(=O)Nc2cccnc2)c(OC)c1 | ? | -3.8% | -1.8%
CCOc1ccccc1Nc1cc(C)c2cccc(C)c2n1 | 28.6% | -21.0% | -5.9%
O=C(COC(=O)c1cccc(Cl)c1Cl)NC1CCCC1 | -4.0% | 3.8% | -1.9%

# Arranged by value in N370S GC mod (ascending): 3 from the list above
Compound	N370S GC mod
CCNC(=S)N1CCN(CCN2C(=O)c3cccc4cccc(c34)C2=O)CC1	-25.1%
CC(=O)Nc1cc(OC(C)=O)c2nonc2c1OC(C)=O	-6.5%
O=C(CN1CCOCC1)N1CCN(c2ccc3ccccc3n2)CC1	6.2%

# (next part)
smiles | N370S GC mod | FEN1 inhibitor | KAT2A inh
CN(C)CCCNc1ncnc2c1c(-c1ccccc1)cn2-c1ccccc1 | -17.5% | -22.7% | -11.4%
COc1ccc(-c2cc(C(=O)Nc3ccc(C#N)cc3)no2)cc1 | / | -16.2% | 1.9%
O=C(Cn1c(NCCO)nc2ccccc21)NCC1CCCO1 (stereo not drawn) | -0.8% | 3.3% | 0.2%
CCn1ncc(CN2CCC(Oc3cc(C(=O)NC4CC4)ccc3OC)CC2)c1C | 5.0% | 44.0%[activator] | -17.6%
CCC(=O)N1c2ccccc2NC2=C(C(=O)CC(c3ccco3)C2)C1c1ccco1 (stereo not drawn) | 5.3% | -4.3% | -7.6%
Cc1sc2nc(CSc3ccccc3)nc(NCCN(C)C)c2c1C | 8.7% | -16.7% | -5.7%
Cc1cccnc1NC(=O)c1ccc(S(=O)(=O)NCc2ccco2)cc1 | -0.5% | -0.6% | -6.1%
N#Cc1ccc2c(c1)C[C@]1(CCCCN3C(=O)c4ccccc4C3=O)Oc3c(c(=O)oc4ccc(F)cc34)C2O1 | -2.4%[12.8 µM] | / | -9.0%[12.7 µM]
COc1ccccc1N1CCN(C(=O)C(=O)N/N=C/c2cccc(O)c2)CC1 | -13.7% | -18.4% | -9.0%
COc1cccc(C(=O)N2CCN(C(=O)COc3ccc4ccccc4c3)CC2)c1 | -22.1% | -2.0% | -2.9%
Cc1oc(=O)c(NC(=O)c2ccc(Cl)cc2)cc1C(=O)c1ccccc1 | -16.5% | -9.4% | -12.3%
O=C(CN1CCCN(Cc2ccc(Cl)cc2)S1(=O)=O)Nc1ccccc1F | / | -21.8% | -8.7%
CC(=O)c1ccc(OCC(=O)NCC2(N3CCCCC3)CCCCC2)cc1 | -0.2% | -9.2% | 2.6%
COc1ccccc1CNS(=O)(=O)c1ccc2c(c1)CC(=O)N2C | 2.9% | 15.2%&-7.5% | -19.8%&-1.3%
O=C(O)CN(CC(=O)O)Cc1cc2c(-c3ccccc3C(=O)O)c3cc(CN(CC(=O)O)CC(=O)O)c(=O)cc-3oc2cc1O | -3.3% | / | ?
CCc1ccc(NC(=O)C2CCN(c3nn4cc(-c5ccc(OC)cc5)nc4s3)CC2)cc1 | / | 16.0% | 1.2%
Cc1ccccc1S(=O)(=O)Nc1nc2ccccc2nc1NCCO | 2.2% | -2.5% | -9.1%
